Screening data from PubChem.
Ins promoter up: insulin promoter activators in MIN6 cells, imaging, high-content screening, mouse beta cells; AID 1625, 2009; z-score at 5 µM; MIN6 insulin promoter-GFP reporter; active compounds read high; 190,000 compounds, 0.3% hits;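 active = z-score above 3 at 5 µM with at least 500 cells counted in the well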
Dynein cargo inh: inhibitors of GR-EGFP nuclear translocation, primary screen, dynein cargo transport inhibitor project, imaging, high-content, 3617.4 mouse cells; test concentration mostly 20 µM; stimulated with dexamethasone, 1 µM; active compounds read low; z-score, hits read low; 220,000 compounds, 0.47% hits;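 active = plate z-score of nuclear minus cytoplasmic receptor signal below a set negative limit, without overly bright fluorescence or cell loss, cut at about -3.5 in these data, passing the limit was not always enough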;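 note: z-score of nuclear minus cytoplasmic ring GR-EGFP intensity difference per well; some compounds called inactive have numbers as strong as hits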
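Buffer or medium: tet-free, stripped-serum medium; reagent: dexamethasone at 1.0 µM final, 30 min; incubation: 48 h induction, 1 h compound, 30 min dex at 37 °C; measured by: formaldehyde fixation, Hoechst nuclear stain, 10x automated fluorescence imaging; read-out: nuclear-to-cytoplasmic GR-EGFP distribution per well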
HIV fusion peptide: inhibitors of HIV fusion peptide binding, primary screen, biochemical, uHTS, fluorescence dequenching (AID 1986); cell-free peptide binding, fluorescence dequenching, 30 min; higher % means a stronger effect; 290,000 compounds, 0.3% hits; inhibition, % at 20 µM, or IC50 in µM where a hit was titrated; in the data active = inhibition mostly above about 52%, no sharp cut-off; inactive = mostly below about 76%; note: some results filed as inactive read as strong as hits
bCat nuc transl: modulators of beta-catenin nuclear translocation, primary screen, imaging, HeLa cells, immunofluorescence, high-content. 190,000 compounds, 0.3% hits. nuclear translocation activity, % at 5 µM. AID 1665, 2009;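 active = nuclear translocation activity above 50% at 5 µM, with a well cell count of 50 or more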;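 note: per-cell ratio of nuclear to cytoplasmic median beta-catenin stain intensity; plate controls were DMSO negative control for no effect and GSK-3 inhibitor IX positive control for full effect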
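System: HeLa cells, endogenous beta-catenin; compound dosing: 5 µM primary single dose, 0.1% DMSO, 0.02–20 µM confirmation series; incubation: 24 h compound exposure at 37°C, 5% CO2; signal: beta-catenin immunofluorescence imaging with DAPI; evaluation: % activation, nuclear-to-cytoplasmic median beta-catenin signal ratio per cell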
WT yeast gro inh: growth inhibition of WT strain, primary screen, mitochondrial fusion inhibitor project, WT and mutant strains, chemical genetic; mitochondrial fusion phenotypic screen; inhibition, % at 10 µM; 190,000 compounds, 2.1% hits; AID 1362, 2008; in the data active = inhibition above about 58%; tested in S. cerevisiae
Autophagy mod: autophagy modulators in MEF cells, primary screen, imaging, high-content, MEF GFP-LC3 | calls only at 10 µM (by protocol) | MEF GFP-LC3 puncta imaging; test concentration mostly 10 µM | 190,000 compounds, 0.98% hits;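 active = percentage of spot-positive cells more than 3 SD above its plate mean, without a fluorescence outlier flag or 80% toxicity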;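 note: spot-positive cell cutoff set from DMSO-treated cells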
Yfh1-depleted yeast: enhancers of respiration in Yfh1-depleted yeast, dose response, Friedreich's ataxia, plus single-dose screen (AID 1465) | S. cerevisiae Yfh1-off respiration, WST-1 reduction, 72 h; higher fold induction means a stronger effect | 220,000 compounds, 0.074% hits | one-dose fold induction at 50 µM; EC50 in µM for titrated hits;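 active = fold induction of absorbance versus untreated yeast above a set limit, then at least 30% activation at any dose in follow-up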;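 note: activators that raise dye reduction in frataxin-depleted yeast; strong numbers were not always called active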
MT stabilizer: microtubule stabilizers in HeLa cells, primary screen, imaging, high-content imaging; HeLa tubulin immunostaining HCS, 24 h; share of cells brighter than vehicle mean+2SD; % tubulin-high responders, % at 10 µM; 200,000 compounds, 0.83% hits;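 active = plate Z-score above 3 for both tubulin-high and condensed-nucleus cell shares, with cell loss under 80%, at 10 µM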;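 note: anti alpha tubulin signal scored within the nucleus-defined area of each cell; some results filed as inactive read as strong as hits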
AID2073: inhibitors of Mint1-CaV2.2 protein interaction, biochemical, HTRF (AID 2073) | Voltage-dependent N-type calcium channel subunit alpha-1B (Homo sapiens) | HTRF protein-protein interaction, Mint1-CaV2.2; higher % means a stronger effect | inhibition, % at 20 µM; hits with a dose series show IC50 in µM | 290,000 compounds, 0.19% hits; in the data active = inhibition mostly above about 51%, no sharp cut-off; note: some results filed as inactive read as strong as hits
WT yeast gro inh mutant strain: further read-out of WT yeast gro inh, marked with its call; inhibition, %; mitochondrial fusion phenotypic screen, mutant strain inhibition
Dynein cargo inh cytoplasmic EGFP: recorded beside Dynein cargo inh, whose call it bears; z-score; measured here: cytoplasmic GR-EGFP intensity; active compounds read high
Dynein cargo inh nuclear GR-EGFP: second read-out of Dynein cargo inh, no call of its own (marks repeat the call); z-score; measured here: nuclear GR-EGFP intensity;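 lower value marks the stronger effect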
Dynein cargo inh cell count: further read-out of Dynein cargo inh, marked with its call; z-score; measured here: cell count per field
Ins promoter up cell count: recorded beside Ins promoter up, whose call it bears; cell count; measured here: cytotoxicity, nuclei count;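 total cells summed across four imaged fields per well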
bCat nuc transl cell count 5 µM: recorded beside bCat nuc transl, whose call it bears; cell count; measured here: cell count, cytotoxicity flag
MT stabilizer Hoechst-high %: recorded beside MT stabilizer, whose call it bears; % Hoechst-high responders; measured here: nuclear condensation Hoechst responders;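 share of cells brighter than vehicle mean plus two SD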
MT stabilizer cytotoxicity %: second read-out of MT stabilizer, no call of its own (marks repeat the call); toxicity, %; measured here: cytotoxicity by cell density;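 0% = mean cell density of plate MIN control wells and 100% = no cells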
Autophagy mod cell loss 18 h: further read-out of Autophagy mod, marked with its call; toxicity, %; measured here: cell loss, nuclei count;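 cell loss after 18 h compound exposure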
Starred values were filed as active, the others as inactive; i = inactive; . = not tested or not shown. This is a random part of the collection (roughly 4.2% active in at least one column).

SMILES	Ins promoter up	Ins promoter up cell count	Dynein cargo inh	Dynein cargo inh cytoplasmic EGFP	Dynein cargo inh nuclear GR-EGFP	Dynein cargo inh cell count	HIV fusion peptide	bCat nuc transl	bCat nuc transl cell count 5 µM	WT yeast gro inh	WT yeast gro inh mutant strain	Autophagy mod	Autophagy mod cell loss 18 h	Yfh1-depleted yeast	MT stabilizer	MT stabilizer Hoechst-high %	MT stabilizer cytotoxicity %	AID2073
Cc1cccc(Nc2nnc(SCC(=O)c3ccc(Br)s3)s2)c1C	0.66	1194	0.0804	-0.244	-0.239	-0.457	-0.1%	0.4	518	50.9	16.8	i	-0.6	i	1.9	2.9	11.8	-3.1%
Nc1nonc1-c1noc(CCCCCN2C(=O)c3ccccc3C2=O)n1	-0.35	896	2.64	0.957	2.24	-2.39	-0.9%	-0.9	1025	14.9	-37.1	i	4.7	i	3.7	2.0	65.1	-4.1%
COc1ccc(N(CC(=O)Nc2c(C)n(C)n(-c3ccccc3)c2=O)S(=O)(=O)c2ccccc2)cc1OC	0.23	1239	-1.14	-0.149	-0.768	0.841	0.2%	.	.	-14.4	14.0	i	7.5	i	4.6	2.5	1.4	-3.3%
CC(C)(C)NC(=O)CSc1nnc(CN2CCCCCC2=O)n1-c1ccccn1	0.12	1097	-0.305	-0.199	0.0754	1.34	3.9%	-4.3	916	-7.9	-7.2	i	3.6	i	2.0	2.2	6.6	-7.6%
Cc1cc(C)c(NC(=O)c2cc3c(nc4sccn43)s2)c(C)c1	.	.	-0.634	-0.0682	-0.0876	0.617	0.2%	-2.2	1154	74.9*	69.0*	i	21.3	i	7.1	4.1	1.4	13.9%
O=C(N/N=C/c1ccco1)/C(=C/c1cccc([N+](=O)[O-])c1)NC(=O)c1ccccc1	0.24	1479	-0.333	-0.184	-0.403	0.915	-1.3%	-2.0	1377	-10.0	-14.2	i	21.4	i	2.7	1.7	3.9	-4.9%
O=C(NCc1ccccn1)C1CCN(S(=O)(=O)N2CCCCC2)CC1	-0.18	1568	0.0894	-0.371	-0.0177	0.502	0.7%	0.0	1384	16.7	16.8	i	13.0	i	5.7	2.9	1.1	10.9%
CC(=O)NC(CCCNC(=S)NC1CCCCC1)C(=O)O (stereo not drawn)	0.54	1397	-1.2	-0.361	-1.04	2.06	-1.9%	-0.4	1523	-2.7	-5.4	i	18.1	i	3.1	1.4	7.7	32.1%
CCOc1ccc(C(=O)CSc2nnc3ccccn23)cc1	0.3	908	1.13	-0.212	0.631	-0.261	-0.7%	1.1	962	16.9	18.7	i	2.3	i	3.0	1.2	6.1	-8.6%
O=C(NCc1ccccc1)C1=C[C@H](C2CC2)C[C@H](OCc2ccc(CO)cc2)O1	-0.29	1429	-0.533	-0.318	0.0284	0.377	0.5%	-1.8	1170	5.1	8.7	i	13.6	i	2.5	2.6	2.6	0.8%
COc1ccc(/C=N/NC(=O)C(C)n2cnc3ccccc3c2=O)cc1OC (stereo not drawn)	-0.18	1536	2.99	0.116	2.97	-1.96	5.6%	-1.7	1133	3.7	5.5	i	6.5	i	3.3	1.1	2.4	5.5%
COc1cc2c(cc1NC(=O)CSc1cccc[n+]1[O-])oc1ccccc12	-0.07	1208	1.14	-0.177	1.15	-1.74	-0.4%	-1.0	553	9.4	14.2	i	-12.1	i	3.6	2.2	8.8	5.5%
Nc1nc(-c2ccccc2Br)cs1	.	.	0.66	-0.238	-0.436	0.694	0.7%	2.1	1033	-8.3	5.9	i	-4.0	i	4.5	1.9	8.7	-1.9%
COc1cc2c(cc1OC)-c1cc(NC3CCCCCC3)nc(=O)n1CC2	-0.04	1241	0.237	-0.205	0.522	-0.182	-2.7%	-1.4	928	26.1	5.5	i	-5.9	i	2.2	2.1	12.2	9.1%
CCOC(=O)CC(=O)CSc1nc2ccccc2c(=O)n1-c1ccc(C(=O)NCCOC)cc1	-0.22	1253	-0.292	-0.239	-0.0356	0.858	2.1%	-4.8	978	-41.0	15.4	i	1.1	i	3.9	1.9	8.6	-3.6%
COc1ccc(-c2[nH]ncc2CN(C)C(C)c2ccon2)cc1F (stereo not drawn)	-0.09	1445	-0.208	-0.339	-0.119	0.119	0.9%	1.0	1121	-2.9	-2.7	i	-4.6	i	2.1	1.6	5.8	-2.1%
OCCC1CN(C2CCN(c3ccccc3)CC2)CCN1Cc1ccc(F)c(F)c1 (stereo not drawn)	.	.	0.0918	0.104	0.412	-1.64	1.1%	-1.0	993	3.3	-3.8	i	8.6	i	3.0	1.7	7.1	-14.4%
COc1ccc(OC)c(NC(=O)C(=O)NNC(=O)C23CC4CC(CC(C4)C2)C3)c1	-0.48	1098	0.244	-0.253	0.794	-0.418	-0.4%	0.4	1261	.	.	.	.	i	.	.	.	11.6%
O=C(O)C1CCCN(S(=O)(=O)c2ccccc2)C1 (stereo not drawn)	0.39	1485	0.386	-0.25	0.465	-0.342	0.2%	1.2	1453	4.2	0.0	i	17.7	i	2.9	1.4	7.1	-3.6%
CSc1nc(Cc2ccccc2)nc2ccccc12	-1.54	1494	1.32	-0.206	0.0885	-0.98	-0.1%	0.4	1485	37.2	38.3	i	-10.7	i	1.7	0.8	6.4	9.7%
O=C(CN1CCOCC1)Nc1nc(-c2ccc3c(c2)CCN3S(=O)(=O)c2ccccc2)cs1	-3.24	1070	-0.984	-0.18	-0.541	0.451	2.4%	3.6	1158	-2.1	-6.2	i	25.3	i	1.7	1.2	2.3	13.6%
COc1cccc(C2=NOC(C(=O)Nc3cccnc3)C2)c1 (stereo not drawn)	-1.05	1429	0.896	-0.307	0.239	-0.185	1.3%	2.4	1400	6.7	-0.3	i	9.6	i	5.2	2.8	10.3	14.5%
Cc1cc2nc(CCl)cc(=O)n2[nH]1	0.12	1254	0.142	-0.351	0.0273	-0.0291	-0.1%	0.2	1137	-14.5	-0.6	i	34.4	i	2.6	1.7	10.8	5.9%
COc1ccc2nc(NC3=NC(C(=O)Nc4ccc(C)cc4)CC(=O)N3)nc(C)c2c1 (stereo not drawn)	0.08	1265	2.24	-0.134	1.33	-0.906	1.4%	0.2	974	14.8	7.8	i	1.9	i	6.7	0.9	5.4	0.5%
CN(C(=O)Nc1cnccc1C(F)(F)F)C1CCCCC1	0.46	1255	-0.368	-0.294	-0.393	-0.158	0.0%	-1.5	1263	.	.	.	.	i	.	.	.	3.0%
Cc1ccc(Cl)cc1NC(=O)COC(=O)c1ccccc1O	0.48	1355	0.247	0.888	0.203	-0.0685	0.4%	-2.9	1071	.	.	.	.	i	.	.	.	29.8%
Cc1ccc(S(=O)(=O)N(C)c2ccc(OCC(=O)Nc3nc(-c4ccccc4)cs3)cc2)cc1	-0.67	1305	-0.129	0.12	0.05	1.28	4.5%	0.7	1207	3.9	-6.5	i	0.2	i	2.7	2.1	6.6	10.7%
Cc1ccc(/C(N)=N/OC(=O)CCC2CCCC2)cc1	1.4	1703	0.00895	-0.288	0.606	0.456	-0.6%	-4.1	1093	22.0	30.1	i	9.3	i	4.3	2.4	4.2	-8.2%
O=C(c1ccc(Br)cc1)C1CCc2occc2C1=O (stereo not drawn)	0.05	1183	-0.196	-0.2	0.0347	0.623	22.2%	-3.8	1213	3.5	1.8	i	0.8	i	0.9	1.6	6.8	-0.8%
CC(C)(C)c1cc(NCc2ccccn2)n2ncc(-c3ccc(Cl)cc3)c2n1	-0.91	1136	1.14	-0.143	0.416	-0.356	0.5%	0.0	1324	.	.	.	.	i	.	.	.	18.2%
COc1ccc(NC(=S)N2CCN(C(=O)C3CCCO3)CC2)c(OC)c1 (stereo not drawn)	0.12	1324	-0.781	-0.295	-0.472	0.291	-2.7%	-3.2	551	-9.0	-2.4	i	-12.3	i	3.9	2.2	7.6	-30.7%
COc1ccc2cc(C#N)c(N3CCN(C(=O)c4ccccc4C)CC3)nc2c1	0.08	1023	-0.579	-0.343	0.168	0.555	-1.0%	2.4	1001	11.3	14.7	i	11.3	i	5.6	4.8	5.2	7.5%
COC(=O)Cc1ccc(NC(=S)NCCSc2ccc(C)cc2)cc1	0.81	1234	0.162	-0.257	0.144	0.0896	-0.2%	0.3	1460	68.1*	33.1*	i	3.9	i	3.9	2.4	19.2	-6.0%
Cc1ccc(NC2(C#N)C(=O)Nc3ccccc32)cc1 (stereo not drawn)	-0.23	590	-0.257	0.866	0.167	0.25	-1.6%	-3.1	1138	-12.3	-1.7	i	-9.1	i	1.3	1.4	11.5	-1.6%
O=C(NC(=S)Nc1nc2c(s1)CCCC2)c1ccccc1	0.12	1270	0.0807	-0.157	0.206	-0.397	-3.9%	0.1	1065	12.4	-3.7	i	7.8	i	2.5	1.9	8.4	-1.8%
Cc1nnc(N2CCCCC2)c2ccccc12	-0.66	1103	-1.35	-0.0961	-0.492	0.17	-1.2%	.	.	6.9	20.1	i	2.5	i	3.4	1.5	4.2	4.5%
CCOC(=O)c1nn(-c2ccc(Cl)cc2Cl)c(=N)c(C#N)c1C	.	.	-0.403	9.94	2.01	0.0572	12.8%	1.1	1347	.	.	.	.	i	.	.	.	4.8%
